E-sel TNF inh: blocks E-selectin expression induced by TNF alpha. hit rate 0.71% among 120,000. AID 1246. inhibition, % at 2 µM. HUVEC TNFa-induced E-selectin immunofluorescence, high content;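 active = inhibition above the batch mean plus 3 SD, and confirmed as a hit on visual image review, cut at about 43% in these data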;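 also: 0% = TNF-stimulated DMSO wells and 100% = unstimulated control wells; not every result past the cut was called active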
GALR2 antag: antagonists of human galanin receptor 2 (GALR2). GALR2-expressing cells, antagonist mode. O43603. inhibition, % at 4 µM. hit rate 0.39% among 140,000; in the data active = inhibition above about 27%;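 also: cells stimulated with galanin 1-16 at roughly its EC80; 0% = agonist challenge control and 100% = basal control without agonist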
Target sequence (O43603 whole entry, looked up): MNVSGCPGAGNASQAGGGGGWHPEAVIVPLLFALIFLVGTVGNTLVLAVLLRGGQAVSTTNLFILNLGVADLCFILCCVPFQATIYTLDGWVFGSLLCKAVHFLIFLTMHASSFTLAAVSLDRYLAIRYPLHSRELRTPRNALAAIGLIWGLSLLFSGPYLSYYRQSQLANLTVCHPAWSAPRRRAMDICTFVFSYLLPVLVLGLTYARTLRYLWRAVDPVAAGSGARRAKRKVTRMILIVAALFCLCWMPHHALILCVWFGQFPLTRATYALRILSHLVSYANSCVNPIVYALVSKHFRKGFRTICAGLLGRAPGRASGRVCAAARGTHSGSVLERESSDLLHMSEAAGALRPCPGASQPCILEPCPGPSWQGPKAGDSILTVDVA
Measles CPE: protection of cells from measles virus | Measles virus-infected cells, CPE protection, absorbance | protection (pct of control), % at 4 µM | hit rate 1.5% among 140,000 | AID 841; in the data active = protection mostly above about 24%, no sharp cut-off; inactive = mostly below about 26%; also: some compounds called inactive have numbers as strong as hits
PTEN del growth: PTEN-deleted cell growth suppression; HCT116 PTEN-null viability, CellTiter-Glo, 60 h; stronger effect = lower value; viability, % at 10 µM; hit rate 1.2% among 140,000; AID 827;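 active = viability at or below a set limit, 4 SD under the median of all tested compounds, cut at about 3.7% in these data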;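 also: PTEN knockout HCT116 line with beta catenin targeted HCT116 as companion control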
Yeast lifespan up: yeast lifespan extension; S. cerevisiae growth with nicotinamide, OD615; deaD strain in restrictive glucose medium; inhibition of the nicotinamide effect, % at 10 µM; hit rate 0.68% among 130,000; AID 775;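 active = inhibition above a set limit, placed 3 SD over the median of all compounds, cut at about 26% in these data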;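 also: 0% = nicotinamide-treated wells and 100% = cells grown without nicotinamide; some compounds called inactive have numbers as strong as hits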
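Material: Modified budding yeast, DeaD strain | Medium: Restrictive glucose medium | Probe or stimulus: 1.5 mM nicotinamide | Dosing: Single dose 10 µM compound, 0.25% DMSO | Times: 48 h at 30 °C | Technique: OD615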
Phagocytosis inh: macrophage phagocytosis inhibition. J774A.1 macrophage IgG-bead phagocytosis, imaging. inhibition, % at 5 µM. hit rate 0.07% among 110,000;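 active = inhibition above the mean of the plate negative controls plus 5 SD, cut at about 13% in these data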;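 also: phagocytic index as fraction of beads internalized from green versus red external bead signal; plate controls were DMSO negative control for no effect and cytochalasin-D positive control for full effect; some results beyond the cut were filed as inactive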
BB579 growth dn: reduces growth of yeast BB579 in restrictive medium; S. cerevisiae BB579 growth, OD615, 48 h; inhibition, % at 10 µM; hit rate 0.51% among 140,000;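 active = inhibition above a set limit, 3 SD over the mean compound inhibition, cut at about 44% in these data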; also: inactives centre near -24
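System: Saccharomyces cerevisiae DeaD strain BB579, replicative lifespan model yeast. Buffer or medium: restrictive glucose-based CSMM-D medium. Doses: one dose, 10 µM compound with 0.25% DMSO. Timing: 4 h preincubation and 48 h exposure at 30 °C. Detection: turbidity as optical density at 615 nm. Benchmarks: amphotericin B 10 µg/mL, positive.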
bCat KO growth: beta-catenin-lacking colon tumor cell growth suppression; HCT116 beta-catenin knockout viability, CellTiter-Glo, 60 h; stronger effect = lower value; viability, % at 10 µM; hit rate 1.5% among 140,000;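 active = viability at or under a set limit, the compound median less 4 SD, cut at about 6% in these data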;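 also: 0% = Hyamine 1622 control at 20 µM and 100% = untreated cell control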
MRP-1 activ: activates MRP-1; H69AR cells + doxorubicin, viability rescue, CellTiter-Glo; hit rate 0.61% among 140,000; viability increase, % at 10 µM;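 active = viability gain under doxorubicin at or above a set limit, the compound median plus 3 SD, cut at about 4.7% in these data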;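 also: MRP-1 overexpressing cells given doxorubicin 25 µM after compound pretreatment; 18-22 h compound pretreatment then 72 h with doxorubicin before readout; 0% = doxorubicin-only wells and 100% = vehicle-treated cells without doxorubicin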
NPY-Y2 antag: blocks the human neuropeptide Y Y2 receptor; P49146; NPY-Y2 expressing cells, antagonist mode; inhibition, % at 2.7 µM; hit rate 0.99% among 140,000; AID 793; in the data active = inhibition above about 17%;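 also: 0% = vehicle with agonist challenge and 100% = reference antagonist with challenge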
Target sequence (P49146 whole entry, looked up): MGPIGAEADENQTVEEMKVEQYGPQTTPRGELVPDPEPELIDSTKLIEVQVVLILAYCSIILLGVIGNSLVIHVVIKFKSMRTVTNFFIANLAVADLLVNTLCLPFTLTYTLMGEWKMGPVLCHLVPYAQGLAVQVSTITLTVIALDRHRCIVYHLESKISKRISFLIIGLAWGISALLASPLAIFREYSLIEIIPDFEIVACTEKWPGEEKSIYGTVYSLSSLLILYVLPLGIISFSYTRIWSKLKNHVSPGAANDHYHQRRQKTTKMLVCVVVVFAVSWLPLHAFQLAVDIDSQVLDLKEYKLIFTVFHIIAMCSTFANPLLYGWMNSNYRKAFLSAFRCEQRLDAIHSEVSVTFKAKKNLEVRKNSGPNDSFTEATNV
* marks the source's active call; other numbers are inactive results; . = not tested or not shown.

SMILES	E-sel TNF inh	GALR2 antag	Measles CPE	PTEN del growth	Yeast lifespan up	Phagocytosis inh	BB579 growth dn	bCat KO growth	MRP-1 activ	NPY-Y2 antag
Cc1cc(C)cc(C(=O)N2CCC(C(N)=O)CC2)c1	-40	5	5	91	-19	0	-34	102	-3.9	5
COc1ccc(CCC(=O)Nc2cccc(Cl)c2)cc1	.	10	22	100	-6	-2	-50	92	-1.3	5
CN(C)c1ccc(N2C(=O)CSC2=S)cc1	-9	-6	11	98	1	-3	3	86	0.0	-1
COc1ccc(CNc2nc(NCc3ccc(OC)cc3)n(C(C)=O)n2)cc1	2	-23	33	101	-2	-2	-13	94	1.0	5
COCCCNC(=S)N(Cc1ccccc1)Cc1ccccc1	.	3	10	79	-1	-2	-6	85	-2.7	4
Cc1ccc([N+](=O)[O-])cc1NC(=O)CN(C(=O)c1ccc(Cl)cc1)C1CCCCC1	-26	2	3	24	-12	.	-10	41	-4.6	7
CCN(CC)c1ccc(/C=N/Nc2nc3ccccc3[nH]2)c(O)c1	-11	43*	2	7	-14	0	-38	3.5*	-5.0	-4
COc1cc(-c2nnc(SCc3cc(=O)oc4cc(O)c(O)cc34)o2)cc(OC)c1OC	-9	13	14	10	-12	1	-19	7	0.3	4
COc1ccc(NC(=O)CCN2C(=O)c3ccccc3S2(=O)=O)cc1	-11	-4	29	108	-8	-1	-30	96	-1.0	4
CC(C)Cc1ccc(/C(=N/O)C(=O)O)s1	-21	2	12	101	-5	0	-25	97	0.1	-1
COCCNC(=O)C(OC(=O)c1ccco1)c1ccccc1OC (centres undefined)	-61	3	16	99	1	-3	-19	101	0.1	0
CCc1nnc(NC(=O)c2ccc(S(=O)(=O)N3CCCCCC3)cc2)s1	.	-26	10	97	-5	.	-8	96	5.4*	0

GALR2 antag: what is marked active above.
molecule,E-sel TNF inh,GALR2 antag,Measles CPE,Yeast lifespan up,Phagocytosis inh,BB579 growth dn,NPY-Y2 antag
CCN(CC)c1ccc(/C=N/Nc2nc3ccccc3[nH]2)c(O)c1,-11,43*,2,-14,0,-38,-4

Carrying on:
SMILES	E-sel TNF inh	GALR2 antag	Measles CPE	PTEN del growth	Yeast lifespan up	Phagocytosis inh	BB579 growth dn	bCat KO growth	MRP-1 activ	NPY-Y2 antag
CC(=O)Cc1nsc(Nc2ccccc2)n1	0	3	30	103	-13	0	-38	101	0.5	4
CCOc1ccccc1-c1nc(C(N)=O)c2[nH]c(=O)n(-c3ccccc3)c2n1	.	-28	14	56	-5	2	-26	56	-3.6	5
O=C(NCCNS(=O)(=O)c1ccccc1)c1cc(OCC(F)(F)F)ccc1OCC(F)(F)F	-3	-3	16	94	-19	.	-41	83	-3.8	-1
COc1ccc2[nH]cc(/C=C(/C#N)S(=O)(=O)c3ccccc3)c2c1	12	8	24	103	-11	0	-53	103	-0.3	-2
COc1ccc2c(=O)c(C(=O)NCCc3ccc(OC)c(OC)c3)c[nH]c2c1	-15	0	9	86	-5	-1	-6	88	-4.2	0
CC(/C=N/NC(=O)CSc1nnc(SCc2ccccc2)s1)=C\c1ccco1	-9	-1	1	111	-1	-11	4	102	1.9	10
Cc1ccc(Cl)cc1NC(=O)C1CCCN(S(=O)(=O)c2c(C)noc2C)C1 (centres undefined)	2	7	15	99	-5	-1	-8	102	-4.5	0
CCCOc1c(OC)cc(Cl)cc1C1NC(=O)NC(C)=C1C(=O)NCc1ccccc1 (centres undefined)	8	-23	8	92	-7	-1	-15	89	-1.1	-1
Cc1c(C(=O)Nn2cnnc2)oc2ccccc12	-19	1	3	95	-4	-3	-5	92	-2.6	1
CC(=O)Nc1ccc(S(=O)(=O)Nc2c(C)nn(-c3ccccc3)c2C)cc1	-19	0	11	74	-27	.	6	80	-4.5	1
COc1ccc(C2C(C(=O)O)CCC(=O)N2c2ccc(OC)cc2)cc1 (centres undefined)	-4	-21	10	107	-2	-1	-67	95	-0.3	2
COc1ccc2oc(=O)c(NC(=O)C3CCCCC3)cc2c1	.	-3	11	115	-7	.	-28	118	0.5	1
COC(=O)c1nn(-c2ccccc2)c(Cl)c1/C=N/OCc1ccc(Cl)cc1Cl	2	-23	2	36	-2	.	13	45	-4.0	-1
COC(=O)c1ccc(C2C(C#N)=C(C)NC3=C2C(=O)CC(C)(C)C3)cc1 (centres undefined)	-10	5	17	90	-22	-2	-9	101	-1.5	-3
CCOC(=O)N1CCN(CC(O)COc2ccc(OC)cc2C(C)(C)C)CC1 (centres undefined)	1	-1	2	93	9	-2	-42	102	-2.6	3
COc1ccccc1OCCOCCn1cnc2ccccc2c1=O	-4	1	24	92	-7	0	-8	92	-2.8	4
C=CCNC(=O)CSc1nc2sc(C)c(C)c2c(=O)[nH]1	.	0	2	110	-2	0	-18	103	-0.2	4
CC1Cc2ccccc2N1C(=O)Cn1c(=O)cc(O)c2ccccc21 (centres undefined)	9	3	5	90	-17	.	-23	98	-3.4	1
c1ccc2c(c1)oc1c(NCCN3CCOCC3)ncnc12	-9	10	27	86	-8	.	4	97	0.1	4
Cc1ccc2cc(CN(CCCN(C)C)C(=O)NCc3ccccc3)c(=O)[nH]c2c1C	-32	-3	23	80	-5	.	-32	96	-5.3	4
O=c1cc(CN2CCN(S(=O)(=O)c3ccc4c(c3)OCCO4)CC2)c2ccc(O)cc2o1	15	-1	4	86	-11	-1	-27	83	0.7	1
O=C(/C=C/c1ccc(Cl)cc1)NC(=S)Nc1ccc(N2CCOCC2)c(Cl)c1	.	5	5	12	-3	-10	-15	14	-5.6	6
Cc1ccccc1C(=O)NC(NCc1ccco1)C(Cl)(Cl)Cl (centres undefined)	-45	11	8	87	5	0	-17	84	-2.1	0
Cc1ccc2c(c1)CCCN2C(=O)c1c(C)noc1C	-14	-3	12	107	-3	0	-13	101	-0.8	3
O=C(COC(=O)C1CCN(S(=O)(=O)c2cccc3cccnc23)CC1)c1ccc(F)cc1	16	7	6	103	-7	.	17	102	-1.0	0
Cc1ccc(S(=O)(=O)c2nc(-c3cccs3)oc2NCCCN(C)C)cc1	.	-6	12	92	0	0	-17	76	0.2	9
COc1ccccc1C(OC(=O)c1cccs1)C(=O)NCC1CCCO1 (centres undefined)	14	-1	8	102	-5	.	12	96	-0.3	1
Cc1ccc2nc(-c3ccc(SCC(=O)Nc4nnc(C)s4)nc3)[nH]c2c1	7	13	19	31	-1	-10	-21	71	0.9	4
N#Cc1c(/N=C/c2ccco2)oc(-c2ccccc2)c1-c1ccccc1	-18	0	8	103	-20	-1	-34	98	-0.5	2
O=C(O)C1C2C=CC(C2)C1C(=O)Nc1ccc(C(=O)N2CCCCC2)cc1 (centres undefined)	-3	3	14	94	-9	-1	-39	87	-1.8	1
CN1CC(=O)N(CCOc2ccccc2)C1=O	-32	-3	24	108	-2	0	-38	93	-0.1	2
CC(=O)Nc1cccc(N2C(=O)CC(Cc3ccccc3)C2=O)c1 (centres undefined)	-38	7	35	101	19	0	-34	106	-2.3	0
COc1ccccc1NC(=O)/C(C#N)=C/c1cc([N+](=O)[O-])ccc1N1CCCC1	29	-10	3	81	-2	-9	-7	90	-1.8	-1
CCCCC(=O)NC(=S)Nc1ccccc1C(=O)Nc1ccccc1	.	11	6	102	-4	0	-2	96	-1.2	0
Cc1ccc(CSc2nc3sc(C)c(C)c3c(=O)n2Cc2ccco2)cc1	-38	-2	15	62	-9	-3	-60	62	-0.5	-1
O=C(Nc1ccc2c(c1)OCCO2)NC1CCCCC1	-11	-3	3	99	-4	-1	-10	99	-1.1	3
CCC(C)(C)n1nnnc1C(c1ccc(C)cc1)N1CCCC1 (centres undefined)	.	8	6	95	-4	-1	-27	90	-1.0	4
COc1cc(C2C(C#N)=C(C)NC3=C2C(=O)CC(C)(C)C3)cc(OC)c1O (centres undefined)	-7	1	2	96	0	-3	-41	91	-1.0	-2
Cc1cc(C(=O)N2CCN(c3ccccc3)CC2)no1	17	3	.	113	-8	0	-33	102	-0.3	2
COc1ccc(C(=O)N(CCCO)C(C)C(=O)NC2CCCCC2)cc1OC (centres undefined)	20	4	11	105	0	0	-20	103	0.3	-4
Cc1ccc(Cn2cccc(NC(=O)NC3CCCCC3)c2=O)cc1	-4	6	8	74	-1	.	-21	62	-2.3	8
COc1ccc(S(=O)(=O)N2CC(O)CC2C(=O)OCC(=O)Nc2ccc(Cl)cn2)cc1 (centres undefined)	.	-5	5	101	-6	1	-36	103	-1.5	4
C#CCSc1nc(-c2cccs2)ccc1C#N	-12	-8	5	88	-14	0	-67	95	-3.3	7
CC1=C(C(=O)OC2CCCCC2)C(c2ccco2)C2=C(CC(C)(C)CC2=O)N1 (centres undefined)	16	-6	6	66	-1	0	-24	65	-2.5	7
CCOc1ccc(/C=C/C(=O)c2ccccc2)cc1OC	51	-8	7	7	-7	.	-5	9	-4.9	-1
Cc1ccc(C)c(/C=N/NC(=S)NCCc2ccccc2)c1	8	-8	12	.	-2	0	-37	94	-0.2	11
CNC(=O)/C(C#N)=C/c1c(F)cccc1Cl	.	21	27	87	43*	0	4	74	-4.3	-2
Cc1cc(C)c(NC(=O)C2CCCN2C)c(C)c1 (centres undefined)	1	8	28	102	-19	.	-32	101	-1.7	3

Part of the list above, limited to Measles CPE, E-sel TNF inh and Phagocytosis inh:
canonical_smiles,Measles CPE,E-sel TNF inh,Phagocytosis inh
COc1cc(C2C(C#N)=C(C)NC3=C2C(=O)CC(C)(C)C3)cc(OC)c1O (centres undefined),2,-7,-3
Cc1cc(C(=O)N2CCN(c3ccccc3)CC2)no1,.,17,0

Further compounds follow:
SMILES	E-sel TNF inh	GALR2 antag	Measles CPE	PTEN del growth	Yeast lifespan up	Phagocytosis inh	BB579 growth dn	bCat KO growth	MRP-1 activ	NPY-Y2 antag
Clc1cccc(CN2CCCCCCC2)c1Cl	13	-4	13	102	3	-3	-28	90	1.4	7
CC1CCN(c2c(NCc3ccc(C(=O)NCc4ccco4)cc3)c(=O)c2=O)CC1	2	3	10	91	-4	.	-5	97	-2.1	2
COC(=O)NNC(=S)NCc1ccccc1	-12	2	22	101	5	-2	-19	105	2.5	0
COc1cccc(NC(=O)CN(c2ccc([N+](=O)[O-])cc2)S(=O)(=O)c2ccccc2)c1	.	1	31	74	1	-7	-8	87	-2.7	3
CCOc1cc(NC(=S)NC)c(OCC)cc1NC(=O)c1ccco1	.	-4	29	97	-6	-1	-5	94	-3.2	3
CC(C)(C)C(=O)Nc1ccc(Sc2ccc([N+](=O)[O-])cc2)cc1	.	1	5	73	2	-8	9	87	-0.2	3
CN(C(=O)CCCN1C(=O)c2cccc3cccc(c23)C1=O)c1ccccc1	.	1	28	88	0	-16	-11	82	-2.4	0
CCOC(=O)c1cc(N)cc([N+](=O)[O-])c1	.	5	1	94	-9	-4	-5	86	0.3	2
COc1cc(CN(C)CCc2ccccc2)ccc1OCc1ccccc1	-1	-14	8	59	-12	1	-44	61	-3.1	9
C=CCOc1c(CNc2ncn[nH]2)cccc1OCC	10	11	7	97	.	.	2	83	0.2	3
COc1ccc(/C=C(/C#N)S(=O)(=O)c2ccc(C)cc2)cc1	-6	-3	41	.	1	0	-62	91	0.3	2

Screening results from PubChem.

This is a random part of the collection. Share with any hit: about 6.1%.
